# Bioassay records: PubChem, National Center for Advancing Translational Sciences (NCATS)
# p53ts 39C kill: cytotoxicity in p53ts cells at nonpermissive temperature; H1299-p53A138V viability at 39C, ATP luminescence, 24 h; hit rate 1.5% among 130,000; Potency, µM (titrated, usually from 46.1 µM), for the others: top-dose activity change, negative = cell killing, usual class: cytotoxic; AID 902; note: nearly all actives have a fitted effect of over 55% in size
# IkB signaling: suppresses IkB signaling in ABC-DLBCL reporter cells; ABC-DLBCL IkBa-CBG/CBR dual luciferase ratio, 4 h; response scale: scaled: untreated 0%, proteasome inhibitor 100%; Potency, µM (series often up to 57.1 µM), for inactives: top-dose IkBa stabilization activation; hit rate 0.04% among 110,000; AID 445; active = well fitted curve in the direction sought with a large enough effect in the signal ratio, not every such curve was filed as active; inconclusive = small, poorly fitted or top-dose-only effect, or a change in a side signal; the % refers to the signal ratio;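 note: the direction sought is a rising ratio; 0% = basal untreated cells and 100% = reference inhibitor full response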
#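 Curves were fitted separately to fusion (green), unfused (red) and ratio luminescence, then classed by r2, magnitude and activity. Cells: OCI-Ly3, 4 h compound plus doxycycline at 37C; 10 uM MG-132 defined full response.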
# Imprint erasure: inducers of genomic imprint erasure in mouse ES cells; mouse ES Peg3-LacZ reporter, beta-gal luminescence, 40 h; Potency, µM (highest dose often 60.7 µM), without a hit: at the top dose activity change, positive = activation, most hits filed as activators; hit rate 0.02% among 110,000;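 note: 0% = negative control wells on the plate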
#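 Each well holds 300 Peg3LacZ-Neo (maternal) female ES cells incubated 40 h at 37C, 5% CO2. LacZ is measured by BetaGlo luminescence, with AC50 and maximum efficacy derived from dose-response curves.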
# p53ts 32C kill: p53ts cell cytotoxicity, permissive temperature; H1299-p53A138V at 32C, ATP luminescence viability, 24 h; Potency, µM (highest dose often 46.1 µM), without a hit: at the highest dose activity change, negative = cytotoxicity, usual class: cytotoxic; hit rate 0.93% among 130,000; AID 924;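 note: 0% = DMSO and -100% = full killing by reference compound; nearly all actives have a fitted effect of over 55% in size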
#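 ATP-content luminescence (ATPlite) read-out after 24 h compound exposure at 32C in H1299-p53A138V cells (600/well). Tested up to 46 uM. Normalized to DMSO (0%) and 100 uM tamoxifen (100% killing); Hill-fit AC50.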
# * hit, by the source's call; ? = inconclusive; nt = not tested or not shown; & = joins results of further samples; [ ] = remark or other dose. Unless noted, calls come from the whole dose curve; as a rule, active = well fitted curve in the direction sought with a large enough effect; inconclusive = small, poorly fitted or top-dose-only effect, or another doubt; inactive = no such curve, though single readings can be large; an effect the other way counts as inactive or inconclusive. Unless noted, % is set by controls: 0 for no effect and ±100 for the full control effect; potency is the fitted concentration of half-maximal effect.
SMILES,p53ts 39C kill,IkB signaling,Imprint erasure,p53ts 32C kill
Cc1ccc(NC(=O)CSc2nc3c(oc4ccccc43)c(=O)n2Cc2ccco2)cc1F,10.9%,2.2%,?,-3.6%
Cc1ccccc1C(=O)Nc1sc2c(c1C(=O)N1CCC(C)CC1)CCCC2,5.6%,?,-10.6%[10.9 µM],15.1%
CC1=CC2C(C(C)C)CCC(C)(O)C2CC1 (configuration not stated),1.1%,nt,10.6%,8.1%
CC1(C)CC2CC(C)(CN2C(=O)C23CCC(C)(C(=O)O2)C3(C)C)C1 (configuration not stated),3.9%,1.0%,-9.4%,-2.5%
O=C(O)/C=C\[C@H](O)c1ccc(Cl)cc1,-3.4%,27.1%,nt,-13.8%
COCCN(Cc1cc2ccc(C)cc2n2nnnc12)Cc1nnnn1C(C)(C)C,2.2%,nt,nt,4.9%
CSc1cccc(NC(=O)COc2ccccc2)c1,1.6%,1.3%,-7.3%,-5.2%
Cc1onc(-c2ccccc2Cl)c1C(=O)NCCn1c(C)cc2ccccc21,2.4%,-1.8%,-17.8%,-15.1%
CCc1nc2ccccc2n1CC(=O)N(C(C)CC)C1CCS(=O)(=O)C1 (configuration not stated),-3.6%,0.8%,9.5%,-3.6%
N#Cc1cccc(-c2nccc(-n3ccnc3)n2)c1,-12.4%,-0.8%[11.4 µM],3.6%,-10.3%

# Entries of single compounds as entered above. Values in the order: p53ts 39C kill	IkB signaling	Imprint erasure	p53ts 32C kill
# CC1=CC2C(C(C)C)CCC(C)(O)C2CC1 (configuration not stated) is listed as 1.1%	nt	10.6%	8.1%
# O=C(O)/C=C\[C@H](O)c1ccc(Cl)cc1 is listed as -3.4%	27.1%	nt	-13.8%
# Cc1ccc(NC(=O)CSc2nc3c(oc4ccccc43)c(=O)n2Cc2ccco2)cc1F is listed as 10.9%	2.2%	?	-3.6%
# Cc1ccccc1C(=O)Nc1sc2c(c1C(=O)N1CCC(C)CC1)CCCC2 is listed as 5.6%	?	-10.6%[10.9 µM]	15.1%
# CCc1nc2ccccc2n1CC(=O)N(C(C)CC)C1CCS(=O)(=O)C1 (configuration not stated) is listed as -3.6%	0.8%	9.5%	-3.6%

# New compounds follow:
SMILES,p53ts 39C kill,IkB signaling,Imprint erasure,p53ts 32C kill
COc1ccc(C)cc1NC(=O)C1CCCN(S(=O)(=O)c2ccc3c(c2)oc(=O)n3C)C1 (configuration not stated),10.5%,?,-12.7%[10.9 µM],-3.2%
CCCOc1ccc(N2C(=O)CC(N3CCCC(C(=O)N4CCCC4)C3)C2=O)cc1 (configuration not stated),0.3%,5.5%,-15.2%,-9.8%
O=C(Nc1ccccc1)c1ccc2c(O)c(S(=O)(=O)c3ccc(Cl)cc3)c(=O)[nH]c2c1,-5.6%,1.0%,-10.2%[10.9 µM],-3.3%
Cc1cc(F)ccc1Nc1nc2ccccc2n2nnnc12,-11.9%,1.0%,-7.1%[10.9 µM],2.5%
Cc1noc(C)c1CSc1nc2ccccc2nc1NS(=O)(=O)c1ccc(Cl)cc1,-23.9%,?,-13.4%,-25.4%
CSc1ncc2c(n1)-c1ccccc1N(Cc1ccccc1C)S2(=O)=O,1.4%,-0.3%,7.2%[10.9 µM],7.5%
COc1ccccc1NC(=O)c1cc(Sc2nncn2C)nc2ccccc12,25.3%,1.2%,-2.0%,16.2%
O=C(CSc1nnc(-c2ccccc2O)o1)N1CCc2ccccc2C1,-5.9%,?,-14.1%,-0.2%
N#Cc1ccccc1NS(=O)(=O)c1ccc(N2CCCCS2(=O)=O)cc1,0.1%,?,1.7%[10.9 µM],-5.6%
COc1ccc(OC)c(NC(=O)Cn2ccn(-c3ccc(F)cc3)c(=O)c2=O)c1,-24.9%,-0.3%,-20.0%[10.9 µM],-7.7%

# An excerpt from above in order of heavy-atom count, lowest first.
SMILES,p53ts 39C kill,IkB signaling,Imprint erasure,p53ts 32C kill
Cc1cc(F)ccc1Nc1nc2ccccc2n2nnnc12,-11.9%,1.0%,-7.1%[10.9 µM],2.5%
N#Cc1ccccc1NS(=O)(=O)c1ccc(N2CCCCS2(=O)=O)cc1,0.1%,?,1.7%[10.9 µM],-5.6%
COc1ccc(C)cc1NC(=O)C1CCCN(S(=O)(=O)c2ccc3c(c2)oc(=O)n3C)C1 (configuration not stated),10.5%,?,-12.7%[10.9 µM],-3.2%

# (cont.)
SMILES,p53ts 39C kill,IkB signaling,Imprint erasure,p53ts 32C kill
Cc1cc(C(=O)OCC(=O)NCc2ccco2)c(C)n1-c1ccc(F)cc1,-2.5%,?,-24.5%,-0.7%
COc1cc(C2=NOC(C(=O)NC3CCCCC3)C2)cc(OC)c1OC (configuration not stated),5.0%,-1.4%,-8.6%,-4.8%
CCCNc1ccc(-c2nc(-c3ccco3)no2)cc1[N+](=O)[O-],?,-1.1%,-5.4%[10.9 µM],-5.1%
CCc1ccc(Cn2nnc(C(=O)Nc3ccc(C)cc3)c2N)cc1,-18.6%,-1.2%,-6.6%[10.9 µM],1.6%
Cc1ccc(-c2nnn(CC(=O)N3c4ccccc4CCc4ccccc43)n2)cc1,-0.9%,nt,nt,3.7%
COc1ccccc1CNC(=O)CCc1c(C)nc2c(c(C)nn2-c2ccc(C)c(C)c2)c1C,-0.6%,?,-11.0%[10.9 µM],-1.4%
Cc1cccc(CNC(=O)C(=O)Nc2ccccc2C)c1,14.5%,?,5.4%[10.9 µM],-3.2%
CNc1ccccc1-n1ccc(-c2ccccc2)n1,2.5%,-1.5%,-9.1%,-4.3%
Cc1cccc(N2CCN(C(c3ccccc3)c3nnc(-c4ccccc4F)o3)CC2)c1C (configuration not stated),-1.3%,1.8%,11.0%[10.9 µM],-1.1%
O=C(c1cnccn1)N1CCC2(CC1)CCN(c1ncccn1)CC2,-0.6%,0.1%[11.4 µM],nt,-10.7%
Cc1nn(Cc2ccccc2)c(Cl)c1C(=O)OCc1nnc(-c2ccc(Cl)cc2)o1,-20.9%,?,-15.0%,-1.8%
O=C(CSc1nc2c(cnn2-c2ccc(F)cc2)c(=O)[nH]1)N1CCCCCC1,18.2%,4.1%,-0.9%,12.3%
Cc1cccc(Cc2c(C)nc3nc(SCC(=O)NCc4ccccc4)nn3c2C)c1,-14.7%,?,-5.5%[10.9 µM],16.5%
O=C(NCCN1CCOCC1)c1ccc2c(c1)N(Cc1ccc(F)cc1)C(=O)CS2,-0.7%,-0.7%,-6.7%,1.2%
Cc1nn(-c2ccccc2)c2c1C1(C(=O)N(C)c3ccccc31)C(C#N)=C(N)O2 (configuration not stated),0.6%,?,-21.1%,2.6%
CN(C)c1nc(OCCNC(=O)COc2ccc(Cl)cc2Cl)nc(N2CCOCC2)n1,0.1%,6.0%,-8.4%,-4.7%
COc1ccc2occ(CC(=O)Nc3ccc(S(=O)(=O)Nc4nc(C)cc(C)n4)cc3)c2c1,-12.4%,?,3.9%[10.9 µM],-1.6%
Cc1cccc(CCNC(=O)c2nnc(Cc3ccc(Cl)cc3)o2)c1,-8.0%,2.7%,0.3%,2.8%
O=C(NCc1ccco1)c1ccc2nc3sc4c(c3c(=O)n2c1)CCCC4,-5.6%,20.0%,-37.6%[inhibitor],-9.9%
Cc1ccc(C)c(NC(=O)CSc2nnc(CSc3nc(C)cc(C)n3)n2Cc2ccco2)c1,-17.3%,1.1%,-9.0%,-1.1%
CCOC(=O)c1sc(N)c(C#N)c1CSc1nnc(C2CCCCC2)n1N,4.3%,6.0%,-14.2%,13.8%
Cc1ccc(CCNC(=O)C2CCCN(S(=O)(=O)c3ccc4c(c3)oc(=O)n4C)C2)cc1 (configuration not stated),3.1%,?,-12.8%[10.9 µM],-5.5%
CCn1c(=O)c(C(=O)NCc2ccc(OC)cc2)c(O)c2ccccc21,-15.9%,1.3%,-2.3%,3.5%
CCOc1ccccc1NC(=O)N1CCN(C)c2ncccc21,4.1%,?,-13.9%[10.9 µM],-0.1%
c1ccc(CNCC2COc3ccccc3O2)cc1 (configuration not stated),-6.6%,nt,nt,-1.2%
CCn1c(N2CCN(C(=O)NC3CCCCC3)CC2)nc2ccccc21,15.4%,nt,nt,0.9%
Cc1cc(NC(=O)c2ccc3c(c2)OCCO3)no1,2µM*,5.2%,-87.6%[inhibitor],1.58µM*
CC1CCCCN1CCCNC(=O)c1ccc(-n2c(=O)c(=O)[nH]c3ccccc32)cc1 (configuration not stated),7.3%,nt,nt,10.4%
CCc1ccc(CNC(=O)c2ccc3c(c2)nc2n3CCC(C)C2)cc1 (configuration not stated),-8.5%,?,26.7%[10.9 µM],-11.4%
Cn1c(=O)[nH]c(=O)c2c1nc(Br)n2CCCO,-10.3%,-0.5%,-0.1%,-4.9%
CC1(C)CC(=O)C2=C(C1)N(c1ccc(F)cc1)C(=O)CC2c1cccnc1 (configuration not stated),4.7%,-0.5%,-4.1%,-5.6%
COc1cc2c(cc1OC)C(C)N(C(=O)c1cc3ccccc3o1)CC2 (configuration not stated),-2.3%,-1.9%,-10.1%,-9.9%
COc1cc(C(=O)CC2(O)C(=O)N(Cc3ccccc3Cl)c3ccccc32)cc(OC)c1OC (configuration not stated),-13.2%,?,-4.4%[10.9 µM],8.5%
Cc1sc2nc(CN(C(=O)c3cccs3)C3CCCC3)[nH]c(=O)c2c1C,2.0%,1.3%,-15.7%,-13.3%
O=C(Nc1cc(C(F)(F)F)ccc1Cl)c1noc2c1CCCCC2,8.8%,?,-9.6%[10.9 µM],8.1%
CN1C(=O)C2(SCC(=O)N2c2ccc(Cl)cc2)c2ccccc21 (configuration not stated),33.9%,?,-15.4%[10.9 µM],5.8%
CCN(CC)S(=O)(=O)c1ccc2c(c1)N(CC(=O)Nc1c(C)cccc1C)C(=O)CO2,-3.0%,1.6%,?,7.4%
CN1C(=O)C2CCCCN2c2ccc(C(=O)NCc3ccccc3Br)cc21 (configuration not stated),-19.9%,?,-9.0%[10.9 µM],-21.4%
Cc1cc(=O)n2nc(N3CCC(C(=O)NCc4ccc(Cl)cc4)CC3)sc2n1,-22.7%,1.9%,4.8%[10.9 µM],3.3%
CCOC(=O)N1CCN(c2c(N3CCC(N4CCCCC4)CC3)c(=O)c2=O)CC1,1.0%,-0.4%,-10.7%,4.3%
O=C(CSc1nnc(CSc2nc3ccccc3s2)o1)NC1CCCCC1,-1.6%,4.2%,-5.1%,6.0%
CCN(CC)CCNC(=O)Cn1cnc2sc(C)c(S(=O)(=O)N3CCOCC3)c2c1=O,?,2.1%,-4.5%,-1.5%
COc1ccc(C)cc1NC(=O)c1oc2ccc(S(=O)(=O)N3CCOCC3)cc2c1C,-17.5%,1.1%,-18.7%[10.9 µM],-2.3%
CCC1=C2CC[C@H]3C(=O)N(c4ccccc4)C(=O)[C@H]3[C@H]2[C@@]2(C)C(=O)N(Cc3ccccc3)C(=O)N2C1=O,8.6%,nt,-5.8%,6.8%
Cc1cc(OCCCCCNCCO)ccc1Cl,?,nt,nt,-10.0%
CC(=O)Nc1cccc(NC(=O)CSc2cn(CC(=O)N(C(C)C)C(C)C)c3ccccc23)c1,-6.1%,1.0%,-8.9%[10.9 µM],13.5%
O=S(=O)(c1ccccc1)N1CCC2(CCN(C(c3ccccc3)c3ccccc3)CC2)CC1,-14.8%,4.2%[11.4 µM],nt,-11.1%
CCCC(=O)Nc1c(C(=O)OCC)[nH]c2ccccc12,-3.6%,1.6%,7.4%,5.0%
Cc1ccc(N2C(=O)c3ccccc3NC2C(C)Cc2ccc3c(c2)OCO3)cc1 (configuration not stated),-2.0%,nt,nt,-12.1%
C[C@@H]1CNCCN1S(=O)(=O)c1cccc2cnccc12,?,?,-22.1%,-7.0%&-14.0%
# Next entries follow:
SMILES,p53ts 39C kill,IkB signaling,Imprint erasure,p53ts 32C kill
CNc1nc(-c2cccc(C#N)c2)nc2ccccc12,-7.6%,-2.9%[11.4 µM],1.26µM*,6.1%
O=C(NC1CCN(Cc2ccccc2)CC1)C1CCCN(S(=O)(=O)c2cccc3nonc23)C1 (configuration not stated),-1.9%,-0.8%,-5.3%,-7.9%
CCOC(=O)c1cccc(NC(=O)CN(c2ccc(C)cc2)S(=O)(=O)c2c(C)n[nH]c2C)c1,-4.8%,?,-17.4%,9.1%
CC(=O)N1C(=O)N(C)C2C1N(C)C(=O)N2C(C)=O (configuration not stated),10.2%,1.0%,nt,-2.3%
COc1cc(NC(=O)Cn2nc(-c3ccc(C)c(C)c3)ccc2=O)cc(OC)c1,6.8%,-1.2%,10.9%[10.9 µM],-9.8%
NC(=O)c1cc(S(=O)(=O)Nc2cccc(F)c2)co1,-3.6%,-1.9%,5.9%,-0.2%

# Rows are unselected. Share with any hit: about 1.7%.
